ROMK primary: modulates human ROMK potassium channel activity | 2% of 130,000 active | Tet-inducible ROMK, thallium flux fluorescence; actives lie on both sides | B-score at 10 µM;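 active means signal ratio slope over the read window, or its plate-corrected B-score, at least 3 SD from the plate mean, either direction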;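 further: B-score of the F/F0 ratio slope over 7 to 12 s after thallium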
Target sequence (P48048 whole entry, looked up): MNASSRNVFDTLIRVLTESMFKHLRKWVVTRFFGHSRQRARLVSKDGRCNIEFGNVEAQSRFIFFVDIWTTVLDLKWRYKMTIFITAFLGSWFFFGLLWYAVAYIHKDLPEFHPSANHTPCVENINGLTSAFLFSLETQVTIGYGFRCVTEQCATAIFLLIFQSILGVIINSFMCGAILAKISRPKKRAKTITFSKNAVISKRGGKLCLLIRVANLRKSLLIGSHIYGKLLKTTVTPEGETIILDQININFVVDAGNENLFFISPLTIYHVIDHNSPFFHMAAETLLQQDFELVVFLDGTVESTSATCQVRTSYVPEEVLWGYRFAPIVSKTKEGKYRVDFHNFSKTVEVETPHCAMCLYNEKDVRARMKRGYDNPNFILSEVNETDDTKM
bIAP inh: intestinal alkaline phosphatase (bovine) inhibition; purified bovine IAP, CDP-star luminescence, 30 min; inhibition, % at 20 µM; 190,000 tested, under 10 active;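 active means over 50% inhibition of intestinal alkaline phosphatase at 20 µM in the single-dose screen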
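System: purified bovine intestinal alkaline phosphatase (IAP) enzyme; Input: IAP diluted 1/65,000,000 in the well; Measured by: CDP-star luminescence signal; Compound dosing: 20 µM single dose; Incubation: 30 min reaction at room temperature.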
RAM network inh: blocks the yeast RAM network; inhibition, % at 50 µM; 1.8% of 190,000 active; S. cerevisiae dse1pr::URA3 reporter, 5-FOA growth OD615, 2 d; analog-sensitive cbk1-as2 kinase mutant strain; AID 868;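 active means inhibition above a set limit, 3 SD over mean compound inhibition, cut at about 8.4% in these data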;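 further: 0% = DMSO-only wells with no growth and 100% = 10 µM 1-NA-PP1 full growth; inhibition rescues growth on 5-FOA so higher OD means more RAM inhibition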
Efa HMGR inh: E. faecalis class II HMG-CoA reductase inhibition; purified E. faecalis HMGR, NADPH absorbance 340 nm kinetic; inhibition, % at 10 µM; 0.41% of 190,000 active;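 active means inhibition above a set limit, the median over all tested compounds plus 3 SD, cut at about 9.5% in these data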;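 further: enzyme runs in reverse so mevalonate oxidation gives rising NADPH absorbance; 0% = complete reaction with DMSO and 100% = background rate lacking mevalonate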
S1P3 antagonist: blocks the human S1P3 receptor; Q99500; CHO S1P3 NFAT-BLA reporter, FRET fluorescence, antagonist mode; inhibition, % at 4.98 µM; 0.27% of 170,000 active;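 active means inhibition above the plate cutoff, the mean inhibition of test wells on that plate plus 3 SD, cut at about 28% in these data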;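 further: cells challenged with S1P at its EC80 of 0.8 µM; blue over green emission ratio from cleaved BLA substrate after 4 h stimulation; 0% = S1P-stimulated wells and 100% = unstimulated DMSO-only wells; some compounds past the cut are filed as inactive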
Target sequence (Q99500 whole entry, looked up): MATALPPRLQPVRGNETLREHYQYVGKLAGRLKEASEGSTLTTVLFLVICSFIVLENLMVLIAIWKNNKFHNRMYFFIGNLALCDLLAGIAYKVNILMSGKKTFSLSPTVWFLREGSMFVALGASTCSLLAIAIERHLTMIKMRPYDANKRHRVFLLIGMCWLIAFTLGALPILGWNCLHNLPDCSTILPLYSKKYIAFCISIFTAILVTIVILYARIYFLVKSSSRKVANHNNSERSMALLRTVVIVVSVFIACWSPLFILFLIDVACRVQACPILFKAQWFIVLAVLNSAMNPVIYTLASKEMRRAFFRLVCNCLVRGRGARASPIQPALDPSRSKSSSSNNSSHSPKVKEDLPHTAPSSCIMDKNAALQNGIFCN
An asterisk follows results filed as active; . = not tested or not shown. Only part of the results is shown. The share of hits here may be higher or lower than overall.

SMILES	ROMK primary	bIAP inh	RAM network inh	Efa HMGR inh	S1P3 antagonist
COc1ccc(C=C2C(=O)N(C)C(=O)N(C)C2=O)cc1COc1ccc(NC(C)=O)cc1	.	.	.	.	-1
O=P(Oc1ccccc1)(Oc1ccccc1)c1ccccc1	.	.	.	.	6
c1cncc(C2Nc3cccc4cccc(c34)N2)c1	.	.	.	.	-15
CC(=NCc1ccco1)c1c(O)n(-c2ccc(Cl)cc2)c(=O)[nH]c1=O	.	.	.	.	-5
CCCCn1c(O)c(C(CC)=NCCCn2ccnc2)c(=O)[nH]c1=O	.	.	.	.	-8
CCCCC(=O)N/N=C/c1c(O)n(CCC2=CCCCC2)c(=O)[nH]c1=O	.	.	.	.	18
CCOc1ccc(N=Cc2c(O)n(-c3cc(C)cc(C)c3)c(=O)[nH]c2=O)cc1	.	.	.	.	-4
CC(C)(C)n1cc(C(=O)c2ccccc2)cc1-c1ccccc1	.	.	.	.	0
O=c1c2ccccc2nc(/C=C/c2ccco2)n1-c1ccccc1O	.	.	.	.	1
CCC(=Nc1ccc2c(c1)CCC2)c1c(O)n(C)c(=O)n(C)c1=O	.	6	.	.	17
Cc1cc(OCC(=O)Nc2c(C)n(C)n(-c3ccccc3)c2=O)c2c3c(c(=O)oc2c1)CCC3	.	9	.	.	-30
O=C(Nc1ccncc1)c1c(O)c2ccccc2n(Cc2ccccc2)c1=O	0.39	.	.	.	.
CCC(=NC(C)c1ccccc1)c1c(O)[nH]c(=O)[nH]c1=O (centres undefined)	1.6	.	.	.	11
O=CC(Br)P(=O)(N1CCOCC1)N1CCOCC1 (centres undefined)	0.53	.	.	.	4
C1CCC2S[C@H]3CCCCC3NC2C1 (some centres undefined)	-0.28	.	.	.	4
COc1ccc(-n2c(O)c(C=NCc3ccc4c(c3)OCO4)c(=O)[nH]c2=O)cc1	1	.	.	.	-24
CCn1c(O)c(/C=N/NC(=O)c2ccccc2)c(=O)[nH]c1=S	0.44	.	.	.	2
COc1ccc(CCn2c(O)c(C=Nc3ccc(NC(C)=O)cc3)c(=O)[nH]c2=O)cc1OC	0.45	.	.	.	-5
COc1cccc(N2C(=O)NC(=O)/C(=C/c3ccc([N+](=O)[O-])s3)C2=O)c1	-1.3	.	.	.	-6
O=c1[nH]c(=S)[nH]c(O)c1N=Nc1ccc2c(c1)OCCO2	-0.63	.	.	.	-31

Another view of two compounds above:
Molecule | ROMK primary | bIAP inh | RAM network inh | Efa HMGR inh | S1P3 antagonist
COc1cccc(N2C(=O)NC(=O)/C(=C/c3ccc([N+](=O)[O-])s3)C2=O)c1 | -1.3 | . | . | . | -6
CCC(=NC(C)c1ccccc1)c1c(O)[nH]c(=O)[nH]c1=O (centres undefined) | 1.6 | . | . | . | 11

The list continues.
SMILES	ROMK primary	bIAP inh	RAM network inh	Efa HMGR inh	S1P3 antagonist
O=c1[nH]c(=S)n(C2CC2)c(O)c1C=NCc1ccc(F)cc1	0.075	.	.	.	9
CC(=O)Cc1c[nH]c2ccccc12	0.69	.	.	.	2
CC[C@@]1(O)C(=O)OCc2c1cc1n(c2=O)Cc2cc3ccccc3nc2-1	0.06	.	.	.	59*
CCOP(=O)(OCC)C(O)c1ccc(OC)cc1 (centres undefined)	0.69	.	.	.	6
O=C1NC(=O)N(c2ccccc2)C(=O)/C1=C/C=C/c1ccco1	-9.6*	.	.	.	-2
CN(C)c1ccc(/C=C2\C(=O)NC(=O)N(Cc3ccc(F)cc3)C2=O)cc1	0.46	.	.	.	-3
CCOP(=O)(OCC)C(O)c1cccnc1 (centres undefined)	1	.	.	.	11
N#Cc1c(N2CCNCC2)nc(-c2ccco2)c2c1CCCC2	-1.8	.	.	.	6
CN1CCN(c2nc(N)cc(=O)[nH]2)CC1	0.13	.	.	.	7
Cc1ccccc1-n1c(O)c(/C=N/NC(=O)c2ccncc2)c(=O)[nH]c1=O	-0.23	.	.	.	3

Some of these compounds in order of SMILES length, high to low:
SMILES	ROMK primary	bIAP inh	RAM network inh	Efa HMGR inh	S1P3 antagonist
CC[C@@]1(O)C(=O)OCc2c1cc1n(c2=O)Cc2cc3ccccc3nc2-1	0.06	.	.	.	59*
O=C1NC(=O)N(c2ccccc2)C(=O)/C1=C/C=C/c1ccco1	-9.6*	.	.	.	-2
O=c1[nH]c(=S)n(C2CC2)c(O)c1C=NCc1ccc(F)cc1	0.075	.	.	.	9
N#Cc1c(N2CCNCC2)nc(-c2ccco2)c2c1CCCC2	-1.8	.	.	.	6
CN1CCN(c2nc(N)cc(=O)[nH]2)CC1	0.13	.	.	.	7
CC(=O)Cc1c[nH]c2ccccc12	0.69	.	.	.	2

(listing goes on)
SMILES	ROMK primary	bIAP inh	RAM network inh	Efa HMGR inh	S1P3 antagonist
Cc1ccccc1NC(=O)CCl	-0.01	.	.	.	-4
c1ccc2nc(OCCN3CC3)ccc2c1	-0.49	.	.	.	-9
COc1ccc(C(O)P(=O)(OC(C)C)OC(C)C)cc1 (centres undefined)	0.95	.	.	.	-2
CN(C)CC#CCn1c2ccccc2c2ccccc21	0.085	.	.	.	16
O=C(O)c1ccccc1N=Nc1c(O)[nH]c(=O)[nH]c1=O	-0.47	.	.	.	1
Cc1cc(OCCN2CC2)c2ccccc2n1	-1.8	.	.	.	-8
CNC(=O)Oc1ccc(N(C)C)cc1C(C)C	-0.3	.	.	.	2
CCOC(=O)c1c(C)n(C(C)C)c2ccc(OC)cc12	-2.1	.	.	.	5
Cc1cc(C(=O)Nc2ccc3c(c2)OCCO3)nn1C(C)(C)C	-0.59	.	.	.	14
CC12CC[C@H]3[C@@H](CCC4(O)C[C@H](O)CCC34/C=N/NC(=O)c3ccc(O)cc3)C1(O)CCC2C1=CC(=O)OC1 (some centres undefined)	0.26	.	.	.	-8
COc1ccc(NP(=O)(Oc2cccc(C)c2)Oc2cccc(C)c2)cc1OC	-1.4	.	.	.	-3
Cc1nc2ccccc2c(=O)n1-c1ccc(F)cc1F	-0.1	.	.	.	4
CCCCCCC(=O)c1c(O)n(-c2ccccc2OC)c(=O)[nH]c1=O (tested in a mixture with another compound)	0.047	.	.	.	7
CNC(=O)O/N=C(\C)Cc1nnn(-c2cc(C)on2)n1	-0.19	.	.	.	0
COc1ccc(-n2c(O)c(C=NCCN(C)C)c(=O)[nH]c2=O)cc1	0.26	.	.	.	0
CCOP(=O)(C#Cc1ccccc1)C(O)c1ccc(Br)cc1 (centres undefined)	-0.019	.	.	.	-8
CN1C(=O)CC(c2ccccc2)Nc2ccccc21 (centres undefined)	-0.36	.	.	.	-7
CC1=C2C(=O)C3C(CC=C4CC(OC5OC(O)C(O)C(O)C5CO)CCC43C)C2CCC12OC1CC(C)CNC1C2C (centres undefined)	-0.57	.	.	.	-7
CCOP(=O)(Cc1ccc(C#N)o1)OCC	0.21	.	.	.	5
Cc1ccc(C2N3CCCN23)cc1 (centres undefined)	0.55	.	.	.	2

Reprinted from the part before: 3 entries; new compounds follow.
SMILES	ROMK primary	bIAP inh	RAM network inh	Efa HMGR inh	S1P3 antagonist
CC1=C2C(=O)C3C(CC=C4CC(OC5OC(O)C(O)C(O)C5CO)CCC43C)C2CCC12OC1CC(C)CNC1C2C (centres undefined)	-0.57	.	.	.	-7
CCOP(=O)(Cc1ccc(C#N)o1)OCC	0.21	.	.	.	5
Cc1ccc(C2N3CCCN23)cc1 (centres undefined)	0.55	.	.	.	2
COc1ccccc1C1C([N+](=O)[O-])=C(N)Oc2c1c(=O)oc1ccccc21 (centres undefined)	0.89	.	.	.	0
CC[n+]1c(/C=C/C=C/c2ccc(N(C)C)cc2)sc2ccccc21	0.31	.	.	.	-6
CCOP(=O)(OCC)C(O)c1ccc(N(C)C)cc1 (centres undefined)	-0.45	.	.	.	0
O=C(O)c1ccc(N=Cc2c(O)n(Cc3ccc(F)cc3)c(=O)[nH]c2=O)cc1	-0.48	.	.	.	-14
CCC(C)n1c(O)c(C=NCc2cccnc2)c(=O)[nH]c1=S (centres undefined)	0.072	.	.	.	-2
COc1cccc(C(=O)N2CCC3(CC2)OCCO3)c1	0.33	.	.	.	-7
Cn1c(O)c(C=NCCN2CCNCC2)c(=O)[nH]c1=O	-0.035	.	.	.	-4
CSc1nc2ccccc2c(=O)n1-c1cccnc1	0.4	.	.	.	-7
O=C1/C(=C\c2ccc(Cl)cc2Cl)N2CCC1CC2	-2.6	.	.	.	-4
O=C(Nc1ccc2ccccc2c1)N1C[C@H]2C[C@@H](C1)c1cccc(=O)n1C2	0.41	.	.	.	-25
CN(C)c1ccc(/C=C2\C(=O)NC(=O)N(CCc3ccc(F)cc3)C2=O)cc1	-1.3	.	.	.	-11
COc1ccc(CCn2c(O)c(C=Nc3ccccc3F)c(=O)[nH]c2=O)cc1OC	-0.45	.	.	.	-16
O=C(O)c1cccc(N=Nc2c(O)[nH]c(=O)[nH]c2=O)c1	-0.21	.	.	.	-9
CCOC(=O)C(O)(c1ccc(NC(=O)c2ccc(Cl)c(Cl)c2)cc1)C(F)(F)F (centres undefined)	-0.17	.	.	.	13
O=c1[nH]c(=O)n(C2CCCCC2)c(O)c1/C=N/N1CCCCC1c1cccnc1 (centres undefined)	-0.14	.	.	.	-4
O=C1NC(=O)N(Cc2ccco2)C(=O)/C1=C\c1cccn1CCOc1ccccc1	-1.6	.	.	.	19
O=C1NC(=O)N(c2ccccc2)C(=O)/C1=C\c1ccccc1[N+](=O)[O-]	-0.96	.	.	.	12
O=c1c2ccccc2nc(Cc2cccc([N+](=O)[O-])c2)n1-c1ccc(O)cc1	0.48	.	.	.	1
CN1CCc2nc(SCC(=O)OC(C)(C)C)c(C#N)cc2C1	0.83	-14	-0.3	-4	.

Bioassay records (PubChem BioAssay)
